Source: PubChem BioAssay
Mm-Cpn inhibitor: inhibitors of Methanococcus maripaludis chaperonin (MmCpn); purified Mm-Cpn ATPase, ADP Transcreener TR-FRET; Potency, µM (top dose mostly 76.9 µM), without a hit: top-dose activity, negative = inhibition, usual class: inhibitors; 330,000 compounds, 0.031% hits; AID 504842; also: potency is read from the fitted curve at half-maximal effect; % is scaled to controls: 0 for no effect and ±100 for the full control effect; nearly all actives have a fitted effect of over 80% in size
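Purified archaeal Mm-CPN (25nM final) preincubated 10 min at 37degC with compound, then 10uM ATP for 30 min at 37degC; ADP measured by HTRF Transcreener TR-FRET; buffer 30 mM TRIS pH 7.4, 100mM KCl, 5mM MgCl2, 1mM DTT.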
EPAC1 antag: blocks human EPAC1 exchange factor. EPAC1 GEF assay, Rap1b-BODIPY-GDP exchange fluorescence. Potency, µM (series often up to 115 µM), for the others: at the top dose activity change, negative = inhibition, actives largely listed as inhibitors. 360,000 compounds, 0.14% hits. AID 720709;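 also: potency is read from the fitted curve at half-maximal effect; plate controls were vehicle for no effect and positive control for full effect; nearly all actives have a fitted effect of over 50% in size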
PI5P4K alpha inh: blocks human PI5P4K alpha kinase activity. P48426. PI5P4Kalpha enzyme, ADP-Glo luminescence, 60 min; active compounds read low. max response, %. 330,000 compounds, 1.2% hits. AID 652105; active = max response of -50% or lower; inconclusive = between -30% and -50%; inactive = -30% or higher; also: value at the top dose of about 77 µM; % is scaled to controls: 0 for no effect and ±100 for the full control effect
Target sequence (P48426 whole entry, looked up): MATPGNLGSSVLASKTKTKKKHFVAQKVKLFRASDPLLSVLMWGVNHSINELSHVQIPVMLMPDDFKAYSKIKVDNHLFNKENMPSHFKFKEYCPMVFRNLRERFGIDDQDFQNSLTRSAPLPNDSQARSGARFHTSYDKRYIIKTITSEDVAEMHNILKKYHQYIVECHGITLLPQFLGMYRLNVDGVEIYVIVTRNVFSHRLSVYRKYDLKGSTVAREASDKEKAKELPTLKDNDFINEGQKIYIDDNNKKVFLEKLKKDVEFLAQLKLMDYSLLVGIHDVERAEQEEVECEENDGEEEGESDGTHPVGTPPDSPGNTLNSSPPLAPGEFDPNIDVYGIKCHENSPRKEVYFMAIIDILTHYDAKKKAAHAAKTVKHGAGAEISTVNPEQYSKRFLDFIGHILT
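PI5P4Kalpha ADP-Glo assay; 5 microM ATP final; 60 min RT reaction; HEPES pH 7.4/EGTA/CHAPS, 5% DMSO; controls lacking substrate or enzyme; luminescent end-point.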
CCT chaperon mod: changes cytosolic chaperonin activity; purified chaperonin ATPase assay, HTRF ADP detection, 30 min; activity change, % (test concentration not listed), hits read low; 360,000 compounds, 0.3% hits; AID 651819; in the data active = activity change below about -30%; also: % is scaled to controls: 0 for no effect and ±100 for the full control effect
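We incubate TRiC, 40 or 20 nM final, with library compounds at 76 uM and 10 uM ATP for 30 min at 37 °C. ADP formed is detected with Transcreener HTRF reagents after 30 min at room temperature.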
WRN helicase inh: blocks human WRN helicase | WRN helicase unwinding, fluorescent forked duplex, kinetic | Q14191 | 360,000 compounds, 0.46% hits | AID 651768 | Potency, µM (doses to about 114 µM), without a hit: at the highest dose activity change, negative = inhibition, actives largely listed as inhibitors; also: potency is read from the fitted curve at half-maximal effect; % is scaled to controls: 0 for no effect and ±100 for the full control effect; nearly all actives have a fitted effect of over 55% in size
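Enzyme (20 nM final) and test compound sit together 15 min at room temperature before substrate addition. Substrate is a single-forked duplex oligonucleotide (100 nM) labelled with fluorophore and quencher, with 2 mM ATP; helicase unwinding raises red fluorescence, read kinetically.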
PLK1 PBD block: PLK1 (human) polo-box domain binding inhibition | P53350 | Plk1 PBD binding of FITC phosphopeptide, fluorescence polarization | Potency, µM, inactives show max response, negative = inhibition, actives largely listed as inhibitors | 360,000 compounds, 2.8% hits; also: potency is read from the fitted curve at half-maximal effect; series mostly up to about 57 µM; % is scaled to controls: 0 for no effect and ±100 for the full control effect; nearly all actives have a fitted effect of over 65% in size
Target sequence (P53350 whole entry, looked up, the tested form may be a part): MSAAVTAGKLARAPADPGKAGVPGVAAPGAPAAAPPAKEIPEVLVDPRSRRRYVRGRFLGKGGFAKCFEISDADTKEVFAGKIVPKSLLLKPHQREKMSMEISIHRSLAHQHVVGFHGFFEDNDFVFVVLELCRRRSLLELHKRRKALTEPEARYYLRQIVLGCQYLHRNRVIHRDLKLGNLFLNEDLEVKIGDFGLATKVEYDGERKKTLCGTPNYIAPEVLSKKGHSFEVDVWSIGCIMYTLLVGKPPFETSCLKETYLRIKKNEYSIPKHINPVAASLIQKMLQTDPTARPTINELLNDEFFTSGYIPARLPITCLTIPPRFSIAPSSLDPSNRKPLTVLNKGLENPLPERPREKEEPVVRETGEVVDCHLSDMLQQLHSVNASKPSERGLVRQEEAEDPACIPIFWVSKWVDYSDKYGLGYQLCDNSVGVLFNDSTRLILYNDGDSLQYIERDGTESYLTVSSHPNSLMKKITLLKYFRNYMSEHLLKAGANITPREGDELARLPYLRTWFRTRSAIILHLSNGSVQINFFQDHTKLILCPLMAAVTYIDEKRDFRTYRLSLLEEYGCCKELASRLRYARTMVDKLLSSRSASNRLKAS
EPAC2 antagonist: EPAC2 (human) antagonism. Q8WZA2. EPAC2 GEF exchange of Rap1B-BODIPY-GDP, fluorescence. Potency, µM (doses to about 114 µM), inactives show at the top dose activity, negative = inhibition, hits mostly inhibitors. 360,000 compounds, 0.18% hits. AID 720708; also: potency is read from the fitted curve at half-maximal effect; % is scaled to controls: 0 for no effect and ±100 for the full control effect; nearly all actives have a fitted effect of over 45% in size; many of its hits are not listed in these tables
EPAC1 ag: activates human EPAC1 exchange factor. EPAC1 agonist qHTS, biochemical assay; response scale: 100% = response to 6.5 mM cAMP. Potency, µM (doses to about 154 µM), without a hit: at the top dose activation, actives largely listed as activators. 360,000 compounds, 0.073% hits. AID 720707; also: potency is read from the fitted curve at half-maximal effect; nearly all actives have a fitted effect of over 60% in size
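Nucleotide exchange by EPAC1 (100 nM) on Rap1B–BODIPY-GDP (250 nM) in the presence of 50 uM GDP is tracked fluorescently at 480/540 nm over 30 min. Signals are normalized to a 6.5 mM cAMP control.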
An asterisk follows results filed as active; u = inconclusive; x = no result given; & = joins results of further samples; [ ] = dose if it differs, or a comment. Unless noted, calls follow the shape of the dose curve; as a rule, active = well fitted curve in the direction sought with a large enough effect; inconclusive = small, poorly fitted or top-dose-only effect, or another doubt; inactive = no such curve, though single readings can be large; an effect the other way counts as inactive or inconclusive. These rows are one share of the data. The share of hits here may be higher or lower than overall.

SMILES	Mm-Cpn inhibitor	EPAC1 antag	PI5P4K alpha inh	CCT chaperon mod	WRN helicase inh	PLK1 PBD block	EPAC2 antagonist	EPAC1 ag
COc1cccc(-c2nc(CS(=O)(=O)CC(=O)NCCN3CCOCC3)c(C)o2)c1	-2%	7%	-6	-0.8	-1%	-14%	18%	-3%
COc1ccc(C(=O)/C=C/N(C)C)cc1	1%	-2%	-14	1.0	-12%	-1%	-1%[57.1 µM]	9%
CCOc1ccc(Br)cc1S(=O)(=O)N1CCSC1	-3%	-3%	-1	-4.9	6%	-8%	4%	1%
O=C(CN1C(=O)c2ccccc2S1(=O)=O)c1ccc(Cl)cc1Cl	x	-10%	-7	-8.4	-2%	-7%	0%	14%
CCCC(=O)Nc1ccc(-c2cn3cccnc3n2)cc1	-9%	-24%	3	1.0	-16%	-2%	-1%	-7%
COc1ccc(C(=O)NCc2cn3cccc(C)c3n2)cc1OC	1%	14%	3	1.3	13%	-2%	21%	-6%
Cc1cc(C)cc(NC(=O)Nc2ccc(NC(=O)c3ccccc3O)cc2)c1	1%	-19%	-4	-0.4	-4%	-16%	1%	7%
CCC(C(=O)OCC(=O)Nc1cccc(C(C)=O)c1)c1ccccc1 (centres undefined)	-2%	-21%	2	-5.3	2%	-9%	-10%	-2%
COc1ccc(-n2cnc(N)c2C(=O)c2cccc([N+](=O)[O-])c2)cc1	0%	-11%	-2	-2.6	-2%	-14%	-6%	1%
COc1ccc(CCCc2nnc(SCC(=O)NN)o2)cc1	0%	-12%	-2	-1.4	2%	-19%	8%	2%
CCN(CC)S(=O)(=O)c1ccc2c(c1)N(CC(=O)N1CCCC1)C(=O)CO2	-3%	-10%	0	2.8	6%	-6%	1%	7%
C#Cc1ccc([C@@H]2C=C(C(=O)NC3CC3)O[C@H](OCC)[C@H]2CCCO)cc1	2%	10%	6	-4.7	2%	0%	-14%	-2%
C=CCn1c(SCCCC)nc(O)cc1=O	-1%&-5%	-21%&-11%	1&0	-4.1&-2.7	1%&1%	-5%&-7%	18%&-1%	-6%&-10%
CCOc1ccc(/C=N/NC(=O)C2CC2)c(OCC)c1	0%	-23%	1	-0.1	6%	3%	-7%	-2%
Cc1cc(C(=O)N2CCc3ccccc3C2)no1	1%	-11%	14	0.7	-2%	4%	2%	14%
O=C(O)c1cc(S(=O)(=O)N2CCCCC2)ccc1N1CCCC1	2%	5%	-5	-1.0	3%	-1%	2%	7%
O=S(=O)(Nc1ccccc1)c1cccc2nonc12	1%	3%	1	-5.4	3%	-6%	-6%	3%
O=C(Cc1sc(-c2ccccc2Cl)nc1-c1ccccc1)Nc1ccc(F)cc1	-20%	-6%	12	0.6	3%	-6%	3%	-6%
C/C(=N\O)c1ccc2c(c1)OCCO2	-2%	-13%	1	0.3	8%	-10%	5%	13%
O=C(O)c1ccccc1N(Cc1ccccc1)C(=O)CO/N=C/c1ccccc1	-8%	-13%	5	-1.1	-11%	-20%	2%	-5%
CCCCNS(=O)(=O)c1ccc(NC(=O)c2c(-c3ccccc3Cl)noc2C)cc1	-2%	-4%	x	0.6	-9%	3%	-10%	7%
COCCNC(=O)c1cn(Cc2c(F)cccc2Cl)nn1	-2%	4%	-5	-2.3	0%	-11%	-2%	3%
O=C(O)C1CC=CCC1C(=O)Nc1ccc(Oc2ccc(Cl)cc2)cc1 (centres undefined)	0%	-7%	-11	0.3	-4%	-7%	0%	-11%
CC1CCc2c(C(=O)NCc3ccccn3)csc2C1 (centres undefined)	0%	-18%	-1	-9.7	-6%	-17%	-2%	-16%
CSc1nc(N)c(C(=O)Nc2ccc([N+](=O)[O-])cc2)s1	1%	-3%	-10	-0.9	3%	-12%	3%	-3%
Cc1ccc(-n2c(Cc3cccn3C)nnc2SCC(=O)N2CCN(c3ccccc3)CC2)cc1	-1%	-3%	x	0.5	-6%	1%	-5%	-2%
O=C(CSc1nnc2scc(-c3ccccc3)n12)NCC1CCCO1 (centres undefined)	1%	3%	x	1.5	-4%	-2%	-10%	-1%
Cc1nc(C(C)NC(=O)c2cc(COc3ccc(F)c(F)c3)on2)cs1 (centres undefined)	1%	0%	7	-2.9	-7%	-3%	-3%	-4%
Cc1ccc(C(=O)NCc2cccnc2)o1	1%	10%	-3	-2.2	8%	-11%	0%	-3%
Cc1oc(-c2ccc(Cl)cc2)nc1CS(=O)CC(=O)NC1CCCC1 (centres undefined)	-1%	7%	-3	-1.5	8%	-15%	24%	4%
Cc1ccc(S(=O)(=O)N2CCN(C(=O)COC(=O)Cc3ccc(Cl)cc3)CC2)c(C)c1	2%	-14%	4	-2.4	-6%	3%	-6%	-3%
COC(=O)c1ccc(NC(=O)CSc2nnc(C)n2CC2CCCO2)cc1 (centres undefined)	0%	8%	-8	1.0	5%	-7%	1%	2%
C/C=C/COC(=O)c1[nH]c2c(c1C)C(=O)CC(c1ccco1)C2 (centres undefined)	-3%	u	-29	-0.4	u	u	10%	-17%
O=C(O)c1ccccc1OC(=O)C12CC3CC(CC(C3)C1)C2	1%	0%	-3	1.8	-6%	-5%	7%	2%
Cc1ccc(NC(=O)N[C@@H](CC(C)C)C(=O)O)c(C)c1	0%	6%	-6	1.3	-1%	-5%	4%	-9%
Cc1cc(Oc2ccc(-c3ccccc3)cc2)n2ncnc2n1	-2%	16%	3	1.9	-18%	-1%	4%	4%
O=C(c1ccc2c3c(cccc13)CC2)C1CCCN(C(=O)c2cccnc2)C1 (centres undefined)	-2%	-7%	-4	1.8	3%	1%	-8%	-8%
O=C(CC1C(=O)NCCN1C/C=C/c1ccccc1)NCCc1ccncc1 (centres undefined)	1%	5%	-1	-33*	2%	3%	-1%	0%
COc1ccccc1NS(=O)(=O)c1cc(NC(=O)CCNC(C)=O)ccc1N1CCCCC1	1%	-19%	-2	-2.1	-4%	-22%	-21%	7%
Cc1ccc(NC(=O)c2cc(N3C(=O)CCC3=O)ccc2N2CCOCC2)cc1	-1%	11%	5	0.6	13%	-3%	8%	-9%
O=C(CCNS(=O)(=O)c1ccc(Br)s1)NCc1ccccc1	0%	u	5	-1.9	9%	-20%	-18%	12%
CC(C)(C)C(=O)COC(=O)c1ccc(O)cc1	1%	0%	0	-1.1	-1%	-16%	1%	1%
COc1ccc(Oc2c(C(F)(F)F)oc3cc(OCC(=O)O)ccc3c2=O)cc1	3%	23%	9	0.2	-1%[57.1 µM]	-12%	-12%	4%
COc1ccc2cc(CNCCOCCOCCNCc3ccc4cc(OC)ccc4c3)ccc2c1	x	7%	-6	0.1	u	-1%	2%	-2%
COC(=O)[C@]12CCCCC=C1N(CCC1=CCCCC1)C(=O)[C@H](CC(=O)N1CCN(C(=O)C3CC3)CC1)C2	x	5%	-1	0.7	1%	-1%	1%	-1%
COc1ccc(NC(=O)c2cnc(SC)nc2C)c(OC)c1	1%	-11%	1	0.6	-8%	-5%	17%	3%
O=C(NCCNc1ccc([N+](=O)[O-])cc1C(F)(F)F)c1ccccc1F	1%	-21%	2	-1.5	-1%	-23%	-14%	-10%
CC(C)OC(=O)CSc1nnc(-c2ccccn2)n1C	-4%	3%	-2	-1.8	2%	-5%	-4%	6%
COC(=O)[C@]1(C)N[C@H](CN(C)C(=O)Nc2ccc(F)cc2)[C@@H]2C(=O)N(C)C(=O)[C@@H]21	0%	-5%	-2	1.3	-7%	-6%	8%	17%
Cc1cc(C)cc(NS(=O)(=O)c2ccc3[nH]cc(C(=O)NCc4ccco4)c(=O)c3c2)c1	0%	-16%	-5	1.4	-10%	-6%	5%	-6%
C=CCn1c(SCCOc2ccc(OC)cc2)nnc1C(C)NC(=O)Cc1ccc(OC)cc1 (centres undefined)	1%	0%	x	1.7	-8%	1%	-5%	20%
C=C(C)COc1ccc2c(CC)cc(=O)oc2c1C	0%	-11%	-5	-2.0	-19%	2%	1%	-3%
Cc1cc(=O)oc2c3c(cc(OCC(=O)NCc4ccncc4)c12)OC(C)(C)CC3	-2%	-12%	6	1.1	3%	-4%	-10%	0%
COC(=O)N/N=C/c1cn(Cc2ccccc2Cl)c2ccccc12	1%	-5%	9	-3.2	u	-6%	0%	4%
O=C(NCc1cccnc1)C(=O)N/N=C/c1ccc([N+](=O)[O-])cc1	-1%	8%	-9	-3.4	3%	-8%	-3%	3%
CC(=O)c1cc(Cl)ccc1OCC(=O)NC1CCCC1	0%	-2%	2	-5.4	-1%	-4%	6%	10%
O=C1CCC(C(=O)N2CCN(c3cnccn3)CC2)CN1CCc1ccc(Cl)cc1 (centres undefined)	-2%	6%	-5	-1.4	-6%	0%	21%	-10%
Cc1ccc(/C=C/C(=O)OC(C)C(=O)NC2CCCCC2C)o1 (centres undefined)	0%	0%	-8	0.8	1%	-3%	8%	-5%
CCN(CC)CCN(C(=O)c1ccc2c(c1)CCCC2)c1nc2ccc(C)cc2s1	-7%	-13%	10	-1.8	u	-13%	-9%	1%
Cc1onc(-c2c(F)cccc2Cl)c1C(=O)NC1CC1	-10%	29%	0	-1.5	8%	-3%	0%	1%

Three compounds out of the list above, arranged by the value under CCT chaperon mod, descending.
SMILES | CCT chaperon mod
C=CCn1c(SCCOc2ccc(OC)cc2)nnc1C(C)NC(=O)Cc1ccc(OC)cc1 (centres undefined) | 1.7
O=C1CCC(C(=O)N2CCN(c3cnccn3)CC2)CN1CCc1ccc(Cl)cc1 (centres undefined) | -1.4
COC(=O)N/N=C/c1cn(Cc2ccccc2Cl)c2ccccc12 | -3.2

Additional compounds:
SMILES	Mm-Cpn inhibitor	EPAC1 antag	PI5P4K alpha inh	CCT chaperon mod	WRN helicase inh	PLK1 PBD block	EPAC2 antagonist	EPAC1 ag
Cn1c(=O)n(CC(N)=O)c(=O)c2c1nc(Br)n2Cc1ccccc1	1%	-5%	4	-5.2	1%	-6%	7%	-3%
COc1ccccc1N1N=C(c2cccs2)CC1c1ccccc1 (centres undefined)	-6%	-4%	19	-2.7	-4%	-8%	0%	17%
CCCS(=O)(=O)Nc1ccc2cn[nH]c2c1	1%	-18%	0	-4.1	0%[57.1 µM]	-1%	3%	4%
Cc1nn(Cc2ccc([N+](=O)[O-])cc2)c(=O)n1-c1cccc(Cl)c1	-11%	1%	-2	-2.4	-29%	-6%	-1%	4%
CCOC(=O)c1ccc(NC(=O)N2CCCCC2)cc1	2%	-4%	-4	1.2	3%	-1%	7%	-6%
